High-throughput results (PubChem BioAssay)
MEX-5 binding = MEX-5 zinc finger RNA-binding disruptors – biochemical, C. elegans, fluorescence polarization, MLPCN library, primary screen | Zinc finger protein mex-5 (Caenorhabditis elegans), Q9XUB2 | MEX-5/FITC-TCR2 RNA binding; hits give low values | activity score (negative = inhibition of binding), % at 10 µM | 300,000 compounds, 0.38% hits | AID 1832, 2009;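 active means inhibition past about -25% in most replicates, and total fluorescence under double the plate's negative control median, limit read from the data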;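 further: 0% = DMSO and -100% = 5 µM competing unlabeled TCR2 RNA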
BCLXL inh = inhibitors of human Bcl-xL, primary screen, biochemical, fluorescence polarization, HTS. 320,000 compounds, 0.7% hits. inhibition, % at 10.9 µM. Bcl-2-like protein 1 (Homo sapiens), Q07817. GST-Bcl-xL / FITC-Bim BH3 peptide fluorescence polarization;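 active means inhibition above the mean of all tested compounds plus 3 SD, cutoff set per campaign, cut at about 30% in these data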;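 further: 0% = DMSO wells and 100% = unlabeled Bim-BH3 peptide competitor; inhibitors lower millipolarization by displacing the labeled peptide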
PME-1 inh = PME-1 inhibitors via competitive probe labeling, primary screen, biochemical, fluorescence polarization, FP-Rh probe, HTS; Protein phosphatase methylesterase 1 (Homo sapiens), Q9Y570; recombinant PME-1; inhibition, % at 5.9 µM; 320,000 compounds, 0.53% hits; AID 2130, 2009;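 active means inhibition above the campaign mean of all compounds plus 3 SD, cut at about 26% in these data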;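 further: competitive labeling of PME-1 active site by serine hydrolase directed probe; 0% = PME-1 with DMSO and 100% = wells lacking PME-1 enzyme; inhibitors block probe labeling so polarization falls and inhibition rises; many of its hits are not listed in these tables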
TPT1 inh = Candida albicans TPT1 enzyme inhibitors, primary screen, biochemical, fluorescence polarization. 300,000 compounds, 0.81% hits. inhibition, % at 5 µM. AID 1962, 2009. recombinant caTPT1, FP RNA substrate dephosphorylation;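 active means inhibition above the mean of all tested compounds plus 3 SD, set per screening campaign, cut at about 24% in these data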;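 further: plate controls were DMSO alone for no effect and ferristatin control at 100 nM for full effect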
MCL1 BIM primary = inhibitors of MCL1 binding to BIM-BH3, primary screen, biochemical, fluorescence polarization. Induced myeloid leukemia cell differentiation protein Mcl-1 (Homo sapiens), Q07820. GST-MCL1 / FITC-Bim-BH3 fluorescence polarization. inhibition, % at 10.9 µM. 320,000 compounds, 0.68% hits. AID 2057, 2009;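 active means inhibition above the mean inhibition of all tested compounds plus 3 SD, set per campaign, cut at about 40% in these data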;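 further: 0% = DMSO wells and 100% = unlabeled Bim-BH3 peptide control; higher means more loss of mP so more displacement of Bim peptide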
Target sequence (Q07820 whole entry, looked up): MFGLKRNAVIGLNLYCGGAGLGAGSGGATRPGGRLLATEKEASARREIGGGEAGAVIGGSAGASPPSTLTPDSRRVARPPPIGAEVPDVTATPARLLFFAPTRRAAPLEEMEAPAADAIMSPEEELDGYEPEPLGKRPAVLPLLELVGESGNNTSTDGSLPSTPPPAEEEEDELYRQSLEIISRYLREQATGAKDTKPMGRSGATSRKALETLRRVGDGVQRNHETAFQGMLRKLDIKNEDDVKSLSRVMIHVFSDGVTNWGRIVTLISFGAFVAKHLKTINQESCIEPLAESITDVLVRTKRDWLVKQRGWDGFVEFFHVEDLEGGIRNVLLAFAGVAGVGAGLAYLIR
Fam108B counter = mouse Fam108B serine hydrolase inhibitors, primary screen, counter-screen for RBBP9 inhibitor project, biochemical, fluorescence polarization; recombinant Fam108B, FP-Rh probe fluorescence polarization; inhibition, % at 9.51 µM; 300,000 compounds, 0.33% hits; AID 1947, 2009;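 active means inhibition above the screen mean inhibition plus 3 SD, computed separately per campaign, cut at about 18% in these data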;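 further: inhibitors lower polarization as less probe binds the enzyme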
GLD-1 RNA inh = GLD-1/TGE RNA complex disruptors, primary screen, biochemical, fluorescence polarization. Female germline-specific tumor suppressor gld-1 (Caenorhabditis elegans), Q17339. purified GLD-1 + fluorescein TGE RNA. inhibition, % at 5.96 µM. 320,000 compounds, 0.44% hits. AID 2280, 2010;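 active means percent inhibition above a per-plate cutoff, the plate mean of test compounds plus 3 SD, cut at about 30% in these data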;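 further: 0% = DMSO wells with GLD-1 and probe and 100% = wells lacking GLD-1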
GSTO1 inh = inhibitors of recombinant GSTO1, primary screen, counter-screen for RBBP9 inhibitor project, biochemical, fluorescence polarization; inhibition, % at 5.96 µM; Glutathione S-transferase omega-1 (Homo sapiens), P78417; 300,000 compounds, 1.1% hits; activity-based probe fluorescence polarization;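 active means inhibition above the campaign mean inhibition plus 3 SD, cut at about 35% in these data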;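 further: 0% = GSTO1-1 with DMSO and 100% = wells lacking GSTO1-1 enzyme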
PAD4 FP inh = human PAD4 inhibitors, primary screen, biochemical, fluorescence polarization, 1536-well format; inhibition, % at 6.36 µM; Protein-arginine deiminase type-4 (Homo sapiens), Q9UM07; 330,000 compounds, 0.41% hits; recombinant PAD4, RCA probe fluorescence polarization;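 active means percent inhibition above a cutoff equal to the mean of all tested compounds plus 3 SD, cut at about 15% in these data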;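 further: 0% = PAD4 with RCA probe and DMSO and 100% = probe without PAD4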
Target sequence (Q9UM07 whole entry, looked up): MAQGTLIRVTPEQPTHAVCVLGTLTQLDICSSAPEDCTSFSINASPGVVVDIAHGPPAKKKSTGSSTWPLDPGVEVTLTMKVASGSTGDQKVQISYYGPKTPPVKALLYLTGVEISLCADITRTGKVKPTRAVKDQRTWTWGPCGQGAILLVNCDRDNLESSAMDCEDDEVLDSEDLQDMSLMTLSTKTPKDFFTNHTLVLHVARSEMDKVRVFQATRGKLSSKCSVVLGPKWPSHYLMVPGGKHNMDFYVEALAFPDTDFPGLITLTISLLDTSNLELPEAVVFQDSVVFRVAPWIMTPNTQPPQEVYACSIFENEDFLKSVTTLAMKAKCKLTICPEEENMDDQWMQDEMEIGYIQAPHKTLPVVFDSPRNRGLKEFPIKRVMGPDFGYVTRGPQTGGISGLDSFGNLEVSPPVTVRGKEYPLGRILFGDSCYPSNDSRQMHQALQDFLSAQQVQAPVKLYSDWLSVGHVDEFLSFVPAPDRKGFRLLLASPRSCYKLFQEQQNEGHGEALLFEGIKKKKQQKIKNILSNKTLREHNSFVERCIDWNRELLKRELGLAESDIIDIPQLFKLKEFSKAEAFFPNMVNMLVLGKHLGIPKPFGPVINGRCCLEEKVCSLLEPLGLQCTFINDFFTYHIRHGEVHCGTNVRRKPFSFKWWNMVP
The depositor's hits bear a star; · = not tested or not shown; & = joins results of further samples. Some of the compounds tested, so the mix of outcomes need not match the whole.

SMILES | MEX-5 binding | BCLXL inh | PME-1 inh | TPT1 inh | MCL1 BIM primary | Fam108B counter | GLD-1 RNA inh | GSTO1 inh | PAD4 FP inh
COc1ccccc1C(=O)c1nc2ccccc2n1C | -1.0 | 5 | -5 | -1 | 2 | 3 | -2 | 5 | 0
CN1CCC(N(C)CC(=O)Nc2ccc3c(c2)OC(F)(F)O3)CC1 | -3.2 | 9 | 1 | 1 | 7 | 2 | 4 | 0 | 1
CCCn1nnnc1SCC(=O)N1C(C)CCCC1C (configuration not stated) | -1.0 | -6 | -3 | 2 | -5 | -1 | -1 | -8 | -6
CSc1c(CN2CCN(C)CC2)c2ccccc2n1C | 0.1 | 7 | -4 | -1 | 10 | 3 | -8 | 7 | 7
CC(=O)Oc1cccc(/C=C2\C=C(c3ccc(C)cc3)OC2=O)c1 | -0.6 | -11 | -4 | -3 | -16 | 2 | -7 | 5 | -2
Cc1ccc(S(=O)(=O)c2cc3c(=O)n4ccccc4nc3n(C3CCCCC3)c2=N)cc1 | -2.4 | 3 | 5 | -1 | 1 | 1 | 2 | 3 | -4
CC1(C)CC(=O)c2c(O)cc(OCC(=O)Nc3ccc(S(N)(=O)=O)cc3)cc2O1 | 1.4 | 2 | -4 | 0 | 3 | -3 | 11 | -7 | 8
Clc1cc2nc3ccccn3c2cc1Cl | · | 2 | -2 | -5 | -5 | -5 | 1 | 1 | -5
CCC(C)NC(=O)c1cnn2c1NC(c1cccs1)CC2C(F)(F)F (configuration not stated) | -2.2 | 0 | -7 | 4 | 6 | 5 | -1 | 22 | 0
CC(C)c1cc(=O)n2[nH]c(SCc3ccccc3)nc2n1 | 1.5 | 6 | -3 | -1 | 11 | 3 | 18 | -12 | 2
COc1ccc(N2C(=O)C3C(C2=O)C(C(=O)c2ccccc2)N2CCCC32)cc1 (configuration not stated) | 1.3 | 24 | -2 | -2 | 17 | 0 | 10 | 19 | -1
CCOc1ccc2ccccc2c1C(=O)N[C@@H]1C(=O)N2[C@@H]1SC(C)(C)[C@@H]2C(=O)O | -0.3 | 6&8 | 3&3 | -1&1 | 13&21 | -3&1 | 6&1 | 8&9 | -1&-2
CN(C)S(=O)(=O)c1cccc(NC(=O)Cc2ccc(Cl)cc2)c1 | 3.3 | -5 | 4 | -5 | -6 | 2 | 6 | -6 | -3
COc1ccc(C(=O)NC2CCCc3ccccc32)cc1[N+](=O)[O-] (configuration not stated) | -0.3 | 0 | -7 | 0 | 2 | 1 | 1 | 1 | -4
COc1ccc(CNC(=O)CCS(=O)(=O)c2ccc3c(c2)NC(=O)CS3)cc1 | -3.0 | 6 | 1 | 0 | 2 | -2 | -1 | 4 | -2
CC1=CC(C)(C)NC(=S)N1c1ccc(C)c(C)c1 | 3.6 | 2 | 1 | -1 | 2 | -5 | 2 | 1 | -4
COc1ccc(NC(=O)c2ccccc2)cc1NS(=O)(=O)c1ccc(F)cc1 | -2.8 | -3 | 0 | 2 | 0 | -1 | 1 | 3 | 0
COc1ccc(C)cc1NC(=O)CNC(=O)c1sc2ccccc2c1Cl | -0.8 | 2 | 0 | -2 | 4 | -8 | -5 | 2 | -1
Cc1cc(C)nc(SCc2ccccc2C#N)n1 | 1.3 | 6 | 1 | -1 | -4 | -2 | -2 | 1 | -5
CCCNc1cc(=O)n(C)c(=O)n1C | -1.0 | 3 | -4 | 2 | 0 | -2 | -5 | 11 | -1
Cc1cccnc1NC(=O)C(C)Oc1ccccc1 (configuration not stated) | 1.7 | 2 | -2 | 1 | 3 | 2 | -3 | 5 | -1
O=C(O)COc1ccccc1/C=N/NC(=O)Cc1ccccc1 | 1.0 | 0 | 0 | 0 | 4 | 0 | -4 | 16 | -5
N#Cc1ccccc1S(=O)(=O)N1CCN(C(=O)[C@@H]2CCCN2C(=O)c2cccs2)CC1 | · | -3 | 8 | · | -8 | · | 1 | · | -8
COc1cccc(C=Nc2ccccc2C#N)c1O | -3.0 | 3 | -2 | 3 | 1 | 1 | 2 | -1 | 1
CC(=O)Nc1ccc(S(=O)(=O)N2CCN=C2c2ccccc2)cc1 | -0.3 | -1 | 5 | 3 | -2 | 5 | 1 | -1 | -5
Cc1cc(Nc2ccc(Br)cc2)n2nc(C)nc2n1 | 1.3 | 2 | 0 | -1 | 2 | 0 | 4 | 8 | -1
Nc1c(N(CCC2=CCCCC2)C(=O)COc2ccc(F)cc2)c(=O)[nH]c(=O)n1Cc1ccccc1 | · | -2 | -8 | · | -11 | · | 2 | · | 4
O=[N+]([O-])c1cc(C(F)(F)F)ccc1-n1nnc2ccccc21 | 2.0 | 0 | -3 | -1 | 3 | 0 | 0 | 4 | -1
COc1ccc(CN(Cc2ccc(OC)cc2)S(=O)(=O)c2ccc(-n3cnnn3)c(C)c2)cc1 | -1.6 | 2 | -3 | -1 | 1 | 0 | 8 | 8 | 0
Cc1cccc2c(C(=O)N3CCN(C(=O)c4ccco4)CC3)cc(-c3cccc(Br)c3)nc12 | 2.2 | 2 | -10 | 1 | 5 | -8 | -1 | -5 | -5
CCC1Oc2ccc(C)cc2N(CC(=O)N(Cc2ccc(C)o2)C2CCCC2)C1=O (configuration not stated) | -3.1 | 2 | -1 | -1 | -3 | 6 | -1 | 0 | 4
Cc1ccc2c(c1)Cc1nc3ccccc3nc1-2 | -0.8 | -2 | 0 | 0 | 2 | -1 | 0 | -3 | -2
CCS(=O)(=O)NCCc1csc(-c2ccccc2)n1 | -0.2 | 6 | -8 | -1 | -2 | 0 | 8 | 3 | -5
CC(C)CN1C(=S)SC(C)(C)C1n1oc(=O)n(-c2ccc(Cl)cc2)c1=O (configuration not stated) | 1.2 | 6 | -12 | 0 | 4 | -28 | 4 | 0 | 4
O=C(NC(=S)Nc1cccc([N+](=O)[O-])c1)c1ccco1 | -1.7 | 3 | -6 | 1 | 6 | -9 | 5 | -4 | 0
CN1CCN(C(=S)Nc2ccc(S(N)(=O)=O)cc2)CC1 | -2.2 | 5 | 3 | 4 | 1 | 0 | -3 | 10 | 0
Cc1ccc(-c2csc(NC(=O)COC(=O)c3cccc(S(=O)(=O)N4CCOCC4)c3)n2)cc1 | -1.7 | 1 | -4 | 3 | 0 | -11 | -5 | -5 | 6
Cc1ccc2c(c1)sc1nc(=O)n(-c3ccccc3)c(=O)n12 | -0.4 | 3 | -7 | 2 | 14 | -6 | 12 | -73 | 9
O=C(CCCCn1c(=O)c2ccccc2n(CC(=O)NC2CCCC2)c1=O)NC1CCCC1 | 1.5 | 0 | -1 | 0 | -6 | -4 | 6 | 2 | 4
COc1ccc(CC(=O)NCc2nnc(SCC(=O)Nc3nccs3)n2C)cc1 | -3.0 | 1 | 0 | -2 | -3 | 5 | 0 | 0 | -1
CCN(CC(=O)Nc1sc2c(c1C#N)CCCC2)Cc1nc2ccccc2c(=O)[nH]1 | 0.5 | 4 | 5 | 0 | 9 | -2 | 6 | -4 | 3
Cc1ccc(NC(=O)CN(C)S(=O)(=O)c2cccs2)c(Br)c1 | 1.1 | -4 | 2 | -1 | -4 | 3 | -1 | 12 | 1
CCn1ncc(C2=NOC(C(=O)Nc3cccc(C(C)=O)c3)C2)c1C (configuration not stated) | 1.6 | 6 | -1 | -2 | 1 | 0 | 5 | 4 | 0
CN(CC(=O)Nc1cccc(F)c1)C(=O)c1cccnc1Sc1ccccc1Cl | -1.0 | 0 | -9 | -1 | -3 | 0 | -3 | 3 | 2
O=C(Nc1ccncc1)c1ccccc1[N+](=O)[O-] | -0.4 | 5 | 3 | -4 | 5 | 6 | -1 | 3 | -1
O=C(CSc1nc(C2CC2)nc2ccccc12)Nc1cccc(O)c1 | -2.1 | 4 | -2 | -4 | 6 | 0 | 1 | 5 | -3
N#Cc1ccccc1Sc1ccccc1C(=O)OCC(=O)NC1CCS(=O)(=O)C1 (configuration not stated) | 0.5 | -4 | -2 | 1 | -4 | 3 | -3 | 0 | -2
CCc1nn(CC(=O)NCCCN(C)Cc2ccccc2)c(=O)c2cc3sc(C)cc3n12 | -0.2 | 3 | 4 | 2 | -4 | -3 | -7 | -2 | -4
Cc1ccc(S(=O)(=O)NC(C)C(=O)Nc2cccc([N+](=O)[O-])c2)cc1 (configuration not stated) | -1.6 | 5 | -4 | -3 | 4 | 2 | -2 | -3 | -3
CN1C(=O)CC(N2CCN(c3ccccc3)CC2)C1=O (configuration not stated) | 0.3 | 5 | -1 | 3 | 7 | 0 | -2 | 3 | -4
New compounds follow.
SMILES | MEX-5 binding | BCLXL inh | PME-1 inh | TPT1 inh | MCL1 BIM primary | Fam108B counter | GLD-1 RNA inh | GSTO1 inh | PAD4 FP inh
CC1(C)CC(=O)c2c(O)cc(OCc3ccc(Br)cc3)cc2O1 | 1.7 | 0 | 0 | -1 | 3 | 1 | 1 | 2 | -5
CN(CCOc1ccc(-c2ccn(S(=O)(=O)c3ccc(Cl)cc3)n2)cc1)c1ccccn1 | -1.0 | 5 | -11 | 0 | -4 | 1 | 0 | 0 | -7
Cc1ccc(C(NC(=O)N2CCOCC2)=C(Cl)Cl)cc1F | 2.0 | 9 | -2 | -3 | 7 | 4 | -2 | 36* | 5
Nc1nc(OCc2ccccc2)c2[nH]cnc2n1 | 0.9 | 4 | 1 | -1 | 9 | 0 | 3 | 12 | -3
O=[N+]([O-])c1ccc(-c2ccc(C=Nc3cccc4ccccc34)o2)cc1 | 0.9 | -3 | -2 | 8 | -9 | -2 | 25 | 63* | 24*
Cc1ccc(S(=O)(=O)/N=C(\CN2CCOCC2)N2CCCC2)cc1 | -0.5 | -7 | 1 | 1 | -9 | -5 | 5 | 1 | -5
CCc1nc2ccc(C)cc2c(C(=O)Oc2cccc3cccnc23)c1C | -1.3 | 4 | -7 | 3 | 1 | -1 | 3 | -1 | -5
O=C1C2C3C=CC(c4ccccc4)(C2C(=O)N1c1cccc(Cl)c1)C1C(=O)N(c2cccc(Cl)c2)C(=O)C31 (configuration not stated) | -0.4 | 1 | -1 | 1 | 2 | -6 | 7 | -4 | 1
CCN(C(=O)c1cc2cc(OC)ccc2oc1=O)c1cccc(C)c1 | 2.1 | -3 | 11 | -2 | -5 | 3 | -10 | -6 | -2
CCN(CC(=O)Nc1ccc(S(N)(=O)=O)cc1)S(=O)(=O)c1cc(C)ccc1OC | 0.6 | -13 | -5 | -3 | -7 | 0 | -9 | -2 | -3
CC(=O)n1cc([C@H]2C=C(C(=O)NCc3ccccc3)O[C@@H](OCc3ccc(CO)cc3)C2)c2ccccc21 | 2.7 | -1 | -2 | 7 | -11 | -4 | -6 | -6 | -7
CC1(C)CC(=O)C(CCC(=O)c2ccccc2)C(C)(C)N1 (configuration not stated) | 0.4 | -2 | -7 | -4 | 1 | 2 | 6 | -3 | -1
